a7 integrin act: integrin-mediated muscular dystrophy alleviation activation. Potency, µM (doses to about 38.3 µM), for inactives: at the top dose activation, usual class: activators. alpha7betagal myoblasts, beta-gal FDG fluorescence, 48 h. actives 0.064% (n = 350,000). AID 624291;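 further: potency means the concentration at half of the fitted maximal effect; 100% = response of the positive control SU9516; nearly all actives have a fitted effect of over 60% in size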
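Alpha7betagal+/- myoblasts (passage 13) were plated 16-24 hr, then exposed to compounds (1:260 dilution of DMSO stock) for 48 hours at 37C. After MPER lysis, β-galactosidase reporter activity was read as FDG fluorescence (ex 480/em 540) after 30 minutes.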
TCR activator: T cell receptor activation. primary human leukocytes, anti-CD3, IL-2 HTRF, 48 h. Potency, µM (top dose mostly 9.22 µM), for inactives: top-dose activation of IL-2 secretion, hits mostly activators. 330,000 tested, under 10 active. AID 504894; further: % of control where 0% means no effect
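HTRF read-out of IL-2 secretion: europium cryptate donor excited at 320nm, d2 acceptor emission at 665nm. Cells were primary human leukocytes incubated 48 hr with compounds and a-CD3 beads, supplying TCR signal only.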
CXXC DNA block: inhibitors of human MLL CXXC domain-DNA interaction; MLL-CXXC / FITC-HOXA9 DNA fluorescence polarization; Potency, µM (series often up to 115 µM), for inactives: at the highest dose activity change, negative = inhibition, actives largely listed as inhibitors; actives 0.037% (n = 290,000); active means well fitted inhibition curve with a large enough effect in the polarisation, with a control signal flat, not every such curve was filed as active; inconclusive means small, poorly fitted or top-dose-only effect, or effect the other way, or a change in a side signal; inactive means no such curve, though single readings can be large or run the other way; the % refers to the polarisation; further: potency means the concentration at half of the fitted maximal effect
Target sequence (Q03164 whole entry, looked up, the tested form may be a part): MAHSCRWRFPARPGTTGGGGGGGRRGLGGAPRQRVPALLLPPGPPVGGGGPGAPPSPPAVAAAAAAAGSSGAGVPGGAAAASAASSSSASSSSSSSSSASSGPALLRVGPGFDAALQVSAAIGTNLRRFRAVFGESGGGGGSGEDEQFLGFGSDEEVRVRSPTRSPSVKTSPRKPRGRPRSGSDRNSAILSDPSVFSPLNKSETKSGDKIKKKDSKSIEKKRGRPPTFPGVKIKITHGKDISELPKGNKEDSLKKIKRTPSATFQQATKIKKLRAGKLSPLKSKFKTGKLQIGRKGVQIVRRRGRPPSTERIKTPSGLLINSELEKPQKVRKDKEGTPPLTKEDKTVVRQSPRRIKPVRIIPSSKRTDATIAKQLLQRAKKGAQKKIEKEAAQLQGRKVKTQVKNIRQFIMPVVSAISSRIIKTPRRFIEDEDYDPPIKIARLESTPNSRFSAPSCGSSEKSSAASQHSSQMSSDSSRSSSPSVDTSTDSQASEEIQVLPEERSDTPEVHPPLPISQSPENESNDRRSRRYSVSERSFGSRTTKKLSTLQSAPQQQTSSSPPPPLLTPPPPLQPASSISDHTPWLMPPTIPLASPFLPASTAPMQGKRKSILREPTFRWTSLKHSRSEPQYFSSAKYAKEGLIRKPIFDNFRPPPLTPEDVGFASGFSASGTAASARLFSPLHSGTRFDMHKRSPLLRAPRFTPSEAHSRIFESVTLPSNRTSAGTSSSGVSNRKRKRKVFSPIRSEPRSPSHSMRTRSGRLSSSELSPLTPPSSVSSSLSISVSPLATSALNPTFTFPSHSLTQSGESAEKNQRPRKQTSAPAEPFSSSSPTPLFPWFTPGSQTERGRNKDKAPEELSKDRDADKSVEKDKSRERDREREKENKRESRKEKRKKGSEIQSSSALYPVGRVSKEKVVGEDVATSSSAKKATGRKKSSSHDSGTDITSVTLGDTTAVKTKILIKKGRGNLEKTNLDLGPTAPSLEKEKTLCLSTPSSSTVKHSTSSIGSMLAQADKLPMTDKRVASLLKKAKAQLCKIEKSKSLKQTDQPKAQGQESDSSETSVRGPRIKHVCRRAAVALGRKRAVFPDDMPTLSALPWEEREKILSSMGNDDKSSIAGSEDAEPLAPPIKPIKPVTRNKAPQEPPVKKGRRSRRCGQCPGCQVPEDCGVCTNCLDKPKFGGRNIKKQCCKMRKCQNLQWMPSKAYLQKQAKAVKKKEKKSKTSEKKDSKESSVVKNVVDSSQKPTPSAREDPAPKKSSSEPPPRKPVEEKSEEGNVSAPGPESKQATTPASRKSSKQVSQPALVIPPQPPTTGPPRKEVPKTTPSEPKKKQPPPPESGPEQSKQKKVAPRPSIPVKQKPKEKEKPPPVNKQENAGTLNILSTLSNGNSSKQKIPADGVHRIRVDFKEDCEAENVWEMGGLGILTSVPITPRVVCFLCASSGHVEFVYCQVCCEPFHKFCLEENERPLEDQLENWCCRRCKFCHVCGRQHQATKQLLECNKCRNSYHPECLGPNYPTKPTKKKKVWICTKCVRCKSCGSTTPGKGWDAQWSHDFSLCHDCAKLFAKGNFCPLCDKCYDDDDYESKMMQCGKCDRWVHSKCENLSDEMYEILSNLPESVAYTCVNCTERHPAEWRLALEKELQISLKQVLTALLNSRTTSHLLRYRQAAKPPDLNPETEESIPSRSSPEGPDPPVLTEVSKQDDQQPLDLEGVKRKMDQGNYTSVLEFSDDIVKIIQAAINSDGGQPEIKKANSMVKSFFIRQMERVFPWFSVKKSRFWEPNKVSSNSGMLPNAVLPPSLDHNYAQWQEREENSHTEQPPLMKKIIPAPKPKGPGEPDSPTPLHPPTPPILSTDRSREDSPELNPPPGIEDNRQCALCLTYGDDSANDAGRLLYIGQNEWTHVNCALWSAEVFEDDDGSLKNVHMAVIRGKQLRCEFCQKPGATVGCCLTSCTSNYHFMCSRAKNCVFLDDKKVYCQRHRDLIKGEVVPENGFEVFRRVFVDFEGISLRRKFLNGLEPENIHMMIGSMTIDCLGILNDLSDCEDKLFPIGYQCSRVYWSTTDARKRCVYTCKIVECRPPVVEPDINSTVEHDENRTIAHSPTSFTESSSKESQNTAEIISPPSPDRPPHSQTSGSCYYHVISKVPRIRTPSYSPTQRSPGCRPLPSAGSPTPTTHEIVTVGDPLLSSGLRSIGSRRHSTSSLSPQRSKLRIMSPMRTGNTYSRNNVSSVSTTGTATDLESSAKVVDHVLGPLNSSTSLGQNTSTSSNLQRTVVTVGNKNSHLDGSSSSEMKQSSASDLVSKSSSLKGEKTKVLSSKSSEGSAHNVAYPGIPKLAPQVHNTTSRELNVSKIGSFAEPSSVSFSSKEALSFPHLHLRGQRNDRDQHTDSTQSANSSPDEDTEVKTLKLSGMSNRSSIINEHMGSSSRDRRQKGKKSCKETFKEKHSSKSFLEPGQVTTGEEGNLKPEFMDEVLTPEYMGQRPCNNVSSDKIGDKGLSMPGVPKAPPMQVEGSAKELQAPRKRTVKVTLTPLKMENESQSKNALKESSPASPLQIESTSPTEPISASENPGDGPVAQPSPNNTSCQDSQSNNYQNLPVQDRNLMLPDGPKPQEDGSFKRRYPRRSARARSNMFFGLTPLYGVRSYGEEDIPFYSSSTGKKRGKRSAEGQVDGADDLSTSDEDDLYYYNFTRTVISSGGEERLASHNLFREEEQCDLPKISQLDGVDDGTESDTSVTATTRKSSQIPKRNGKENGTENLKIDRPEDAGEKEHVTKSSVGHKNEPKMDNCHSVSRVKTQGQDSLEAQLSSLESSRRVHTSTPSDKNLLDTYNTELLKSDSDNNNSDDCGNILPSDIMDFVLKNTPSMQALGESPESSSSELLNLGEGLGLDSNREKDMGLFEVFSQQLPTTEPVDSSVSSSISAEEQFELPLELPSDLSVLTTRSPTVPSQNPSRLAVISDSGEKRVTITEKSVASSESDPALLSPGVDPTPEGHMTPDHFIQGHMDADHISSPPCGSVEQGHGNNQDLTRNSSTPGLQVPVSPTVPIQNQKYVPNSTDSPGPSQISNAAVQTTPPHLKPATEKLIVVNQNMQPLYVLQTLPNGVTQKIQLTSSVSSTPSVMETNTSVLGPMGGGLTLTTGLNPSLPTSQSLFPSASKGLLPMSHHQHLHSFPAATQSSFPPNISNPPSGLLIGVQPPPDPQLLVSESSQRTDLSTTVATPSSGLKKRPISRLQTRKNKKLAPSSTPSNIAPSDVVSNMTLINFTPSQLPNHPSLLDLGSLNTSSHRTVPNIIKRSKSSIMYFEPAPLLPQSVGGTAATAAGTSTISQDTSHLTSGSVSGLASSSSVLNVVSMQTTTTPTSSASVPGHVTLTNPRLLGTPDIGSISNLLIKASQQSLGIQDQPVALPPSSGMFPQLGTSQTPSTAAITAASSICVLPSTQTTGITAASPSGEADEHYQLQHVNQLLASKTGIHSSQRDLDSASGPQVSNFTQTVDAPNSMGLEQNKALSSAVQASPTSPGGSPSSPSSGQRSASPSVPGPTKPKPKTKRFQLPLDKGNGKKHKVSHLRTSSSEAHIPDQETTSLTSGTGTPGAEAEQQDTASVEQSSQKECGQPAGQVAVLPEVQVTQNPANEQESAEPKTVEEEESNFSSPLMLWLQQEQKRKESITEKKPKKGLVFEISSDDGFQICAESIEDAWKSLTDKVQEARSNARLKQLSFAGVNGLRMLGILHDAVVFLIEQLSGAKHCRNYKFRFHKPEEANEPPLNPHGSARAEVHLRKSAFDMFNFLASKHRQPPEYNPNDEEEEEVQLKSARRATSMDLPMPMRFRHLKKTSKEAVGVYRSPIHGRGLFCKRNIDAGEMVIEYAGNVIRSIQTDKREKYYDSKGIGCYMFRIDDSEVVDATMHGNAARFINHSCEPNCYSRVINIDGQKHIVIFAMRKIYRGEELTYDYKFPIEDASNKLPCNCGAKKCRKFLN
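Steps: dispense CXXC domain solution (7 uM) → pin compounds or unlabeled HOX-A9 DNA control → 5 min ambient → add FLSN-HOX-A9 solution (50 nM) → spin → 30 min ambient → fluorescence polarization. Tris pH 7.5/NaCl/DTT/BSA buffer.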
B2AR arrestin: beta2AR (human) beta-arrestin recruitment activity. Potency, µM (series often up to 46.1 µM), without a hit: at the highest dose activation, hits mostly activators. beta-arrestin recruitment to beta2AR, cell-based reporter. P07550. AID 492947. actives 0.02% (n = 330,000);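 further: potency means the concentration at half of the fitted maximal effect; 0% = DMSO controls and full agonism = EC100 isoproterenol or metaproterenol; nearly all actives have a fitted effect of over 65% in size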
A-T KAP1 phos: potential ataxia-telangiectasia treatments restoring KAP-1 phosphorylation; AID 485349; Potency, µM (doses to about 57.5 µM), inactives show at the highest dose activation, usual class: activators; […] A-T fibroblasts, KAP-1 phosphorylation AlphaLISA; neocarzinostatin DNA damage 30 min before lysis; actives 0.19% (n = 320,000); further: potency means the concentration at half of the fitted maximal effect; % of control where 0% means no effect; nearly all actives have a fitted effect of over 45% in size
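hTERT-immortalized A-T patient fibroblasts ([…]), 500 cells/well in OPTI-MEM, 1% FBS, got compounds for 60 min, then NCS for 30 min at 37C. Lysates were then assayed for phospho-KAP-1 by AlphaLISA (anti-pKAP1 donor, anti-KAP1 acceptor beads), 6 hr at 25C.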
PTAP TSG101 blk: blocks PTAP/TSG101 interaction to inhibit HIV-1 budding; Fluorescence polarization, FITC-PTAP peptide / Tsg101 binding; 340,000 tested, under 10 active; Potency, µM (titrated, usually from 115 µM), inactives show at the top dose activity change, negative = inhibition, most hits filed as inhibitors; Q99816; active means well fitted inhibition curve with a large enough effect in the main read-out, with a control signal flat, not every such curve was filed as active; inconclusive means small, poorly fitted or top-dose-only effect, or effect the other way, or a change in a side signal; inactive means no such curve, though single readings can be large or run the other way; further: potency means the concentration at half of the fitted maximal effect; % of control where 0% means no effect
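Steps: Tsg101 binding domain dispensed (10 uM final), compounds pinned in DMSO, FITC-labeled PTAP-motif peptide added (50 nM final); after 20 min binding at room temperature, polarization measured.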
p53 reactivation: restores transcriptional activity of mutant p53; H1299 p53-A138V BP100-luciferase reporter, luminescence, 24 h; Potency, µM (series often up to 92.2 µM), without a hit: at the top dose activity change, positive = activation, usual class: activators; actives 0.063% (n = 320,000); AID 504706; further: potency means the concentration at half of the fitted maximal effect; % of control where 0% means no effect; nearly all actives have a fitted effect of over 45% in size
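p53-null H1299 cells stably carrying temperature-sensitive p53-A138V and a BP100-luciferase reporter were pinned with compounds (4-point, 1:5 series) and held 24 hrs at 37 deg C. Luminescence was read 10 min after detection reagent.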
ELG1 DNA repair: ELG1-dependent DNA repair inhibition. HEK293T ELG1-luciferase reporter, luminescence, 16 h; DNA damage induced by 5-fluorouridine. Potency, µM (top dose mostly 46.1 µM), for inactives: at the highest dose activity change, negative = inhibition, most hits filed as inhibitors. actives 2.3% (n = 330,000); further: potency means the concentration at half of the fitted maximal effect; on the % scale 0 is the no-effect control and ±100 the full control effect; nearly all actives have a fitted effect of over 55% in size
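Step one: seed 2,000 cells per well. Step two: pin-transfer compound or DMSO alongside 5-fluorouridine. Step three: incubate 16 hr, 37 °C, 5% CO2. Step four: add ONE-Glo, wait 30 min, read luminescence.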
BRCA1 expr up: BRCA1 expression activation; Potency, µM (doses to about 46.1 µM), inactives show at the highest dose activation, hits mostly activators; AID 624202; actives 1.1% (n = 380,000); MCF7-BRCA1-FFLuc reporter, luminescence, 48 h; response scale: scaled: vehicle 0%, 10 µM genistein 100%; further: potency means the concentration at half of the fitted maximal effect; nearly all actives have a fitted effect of over 80% in size; some results filed as inactive show a strong effect at the top dose
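Luminescence from a BRCA1-driven firefly luciferase in MCF7 cells was the read-out, taken 15 min after substrate addition following 48 h compound exposure at 37 °C. Data were normalized to a 10 microM genistein control and DMSO vehicle.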
TRPV1 agonist: agonists of human vanilloid receptor 1 (TRPV1). actives 0.19% (n = 320,000). TRPV1-expressing cells, Fluo-8 calcium influx, agonist mode. activation, % at 8.33 µM; in the data active means activation above about 80%; inconclusive means between about 30% and that limit; further: 0% is about no effect
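Cells expressing TRPV1 were dye-loaded with Fluo-8 and read kinetically: 10 s baseline, 3 min after compound (agonist portion), then 2 min after EC20 capsaicin (allosteric enhancer portion). Calcium-bound dye fluorescence at 480/520 nm.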
* marks the source's active call; other numbers are inactive results; u = inconclusive; x = not tested or not shown; [ ] = remark or other dose. Unless noted, the call rests on the fitted dose curve; in most records, active means well fitted curve in the direction sought with a large enough effect; inconclusive means small, poorly fitted or top-dose-only effect, or another doubt; inactive means no such curve, though single readings can be large; an effect the other way counts as inactive or inconclusive. Compounds were not picked by outcome. About 3.8% of those tested had a hit in this group.

mol	BRCA1 expr up	TCR activator	CXXC DNA block	ELG1 DNA repair	B2AR arrestin	a7 integrin act	A-T KAP1 phos	PTAP TSG101 blk	p53 reactivation	TRPV1 agonist
CC(=O)Nc1c(C)cc(OCC(=O)O)cc1C	2%	-5%	9%	-11%	-0.1%	13%	6%	1%	-3%	0
CC(=O)Oc1ccc(C(=O)[C@H]2[C@H]3C(=O)N(c4ccccc4)C(=O)[C@H]3[C@@H]3C=CC=NN32)cc1	-26%	-11%[46.1 µM]	14%	20%	-0.1%	16%	x	0%	28%	2
CC/C(CC(C)(C)c1ccccc1)=N\O	5%	x	-1%	7%	0.1%	-3%	-7%	-3%	-3%	2
CN(CC(=O)Nc1ccc(Cl)c(Cl)c1)C(=O)C1CCC1	-40%	0%	x	3%	-0.2%	-20%	3%	0%	-3%	x
O=c1oc2ccccc2n1Cc1cccc(C(F)(F)F)c1	0%	-1%	x	x	x	-10%	x	1%	x	x
O=C(C1CC1)N1CCc2cc(Br)cc(S(=O)(=O)N3CCN(c4ccccn4)CC3)c21	-3%	-2%	15%	-19%	-0.1%	-34%[inhibitor]	-4%	1%	-7%	5
CCOC(=O)CCSc1nc(-c2ccc3c(c2)OCO3)cc(C(F)(F)F)c1C#N	3%	-8%	6%	6%	0.1%	-28%	5%	-6%	0%	-1
COc1ccc(CCNC(=O)CCCc2ccccc2)cc1OC	-4%	-1%	-6%	0%	0.3%	16%	-14%	-4%	-6%	u
Cc1ccsc1C(=O)NCCc1ccc(S(N)(=O)=O)cc1	16%	1%	9%	14%	0.1%	u	-3%	0%	-1%	-4
O=C(N/N=C\c1cccnc1)c1ccc(Cl)cc1Cl	32%	-3%	43%[activator]	9%	-0.8%	5%	-18%	-5%	7%	u

One compound at a time, from the list above.
Listed for CCOC(=O)CCSc1nc(-c2ccc3c(c2)OCO3)cc(C(F)(F)F)c1C#N : BRCA1 expr up: 3%; TCR activator: -8%; CXXC DNA block: 6%; ELG1 DNA repair: 6%; B2AR arrestin: 0.1%; a7 integrin act: -28%; A-T KAP1 phos: 5%; PTAP TSG101 blk: -6%; p53 reactivation: 0%; TRPV1 agonist: -1
Listed for O=C(N/N=C\c1cccnc1)c1ccc(Cl)cc1Cl : BRCA1 expr up: 32%; TCR activator: -3%; CXXC DNA block: 43%[activator]; ELG1 DNA repair: 9%; B2AR arrestin: -0.8%; a7 integrin act: 5%; A-T KAP1 phos: -18%; PTAP TSG101 blk: -5%; p53 reactivation: 7%; TRPV1 agonist: u

Carrying on.
mol	BRCA1 expr up	TCR activator	CXXC DNA block	ELG1 DNA repair	B2AR arrestin	a7 integrin act	A-T KAP1 phos	PTAP TSG101 blk	p53 reactivation	TRPV1 agonist
CCc1ccccc1NC(=S)N(CCN(C)C)C(C)c1cccnc1 (configuration not stated)	-15%	-6%	u	21%	0.1%	-24%	2%	-1%	1%	-4
O=C(CSc1ccc2ccccc2c1)Nc1ccncc1	3%	x	12%	-12%	-1.3%	-43%	1%	-5%	0%	u
CC(=O)Nc1ccc(S(=O)(=O)N2CCSCC2)cc1	-5%	1%	24%	9%	-0.1%	7%	1%	-6%	-2%	-1
CCCCCn1c(=O)c2ccccc2n2c(CCl)nnc12	0%	4%	-1%	0%	0.4%	-65%[inhibitor]	-9%	2%	-10%	2
O=C(Oc1cccc(O)c1)C1CCCCC1	x	x	15%	-12%	0.1%	x	5%	x	-3%	9
Cn1c(SCC(=O)NC2CC2)nnc1-c1ccccc1Cl	0%	-2%	28%	-1%	-0.3%	-14%	21%	-10%	-8%	-1
CCOC(=O)C1CCN(C/C=C/c2ccccc2OC)CC1	-11%	-2%	-2%	10%	-1.0%	-20%	0%	-2%	-4%	-3
CC(C)c1ccc(S(=O)(=O)N2CCN(C(=O)C3CCN(C(=O)c4ccc(F)cc4)CC3)CC2)cc1	0%	0%	4%	-15%	-0.3%	37%	-1%	3%	0%	3
Cc1ccc(Cl)c(OCC(=O)OC(C)C(=O)NC2CC2)c1 (configuration not stated)	1%	7%	x	2%	-0.1%	-3%	1%	1%	4%	14
Cc1ccc(S(=O)(=O)N(Cc2ccc(Cl)cc2)c2ccccc2C(=O)NCc2cccnc2)cc1	-50%	-1%[46.1 µM]	-1%	u	-0.2%	15%	-1%	-3%	-2%	22
CC1CC(NC(=O)Cc2ccc(Br)cc2)CC(C)(C)C1 (configuration not stated)	9%	0%[46.1 µM]	2%	-4%	-0.6%	13%	x	-13%	6%	u
Cc1cccnc1NC(=O)c1cccc(S(=O)(=O)N2CCN(c3ccc(F)cc3)CC2)c1	-32%	0%	13%	u	-0.3%	-11%	14%	0%	2%	3
C=CCn1c(-c2cccc(S(=O)(=O)N3CCOCC3)c2)n[nH]c1=S	8%	1%	x	2%	-0.5%	0%	-2%	-4%	-5%	-1
Cc1cc(C)c(C#N)c(SCC(=O)Nc2cc(C)on2)n1	58%	3%	x	u	-0.1%	23%	0%	0%	u	x
Cc1c(NC(=O)c2nn3c(C(F)(F)F)cc(-c4ccccc4)nc3c2Cl)c(=O)n(-c2ccccc2)n1C	-16%	-3%[46.1 µM]	3%	u	0.2%	-19%	-1%	0%	-5%	-6
O=c1c2ccccc2nc(SCc2cccc(F)c2)n1Cc1ccco1	-23%	-2%	-5%	-11%	-0.2%	-25%	6%	-4%	-12%	1
O=C(O)CC1(CC(=O)Nc2cc3ccccc3cn2)CCCCC1	-7%	-6%	-3%	6%	-0.3%	15%	6%	0%	3%	-2
COc1ccc(Cl)cc1NC(=O)CN(C)C(=O)c1cc2c(s1)CCC(C)C2 (configuration not stated)	-45%	2%	x	-25%	-0.4%	1%	-9%	0%	0%	29
c1ccc(Cn2c(CN3CCCC3)nc3ccccc32)cc1	-14%	2%	3%	-2%	0.2%	8%	-1%	-7%	-4%	5
COc1ccc(CC(=O)Nc2ccc3c(c2)C(=O)N(CCC(=O)O)C3=O)cc1	2%	-1%	-7%	0%	-0.1%	0%	0%	-3%	9%	1
CCOC(=O)c1ccccc1NC(=S)N1CCCCC1	8%	-2%	8%	14%	-1.0%	-13%	-3%	0%	-7%	6
CCC1(C)C2(C#N)C(N)=NC(OC)(OC)C12C#N (configuration not stated)	15%	-5%	0%	6%	-0.4%	u	2%	-2%	2%	-3
C=Cn1cc[n+](CC(=O)c2cc(C(C)(C)C)c(O)c(C(C)(C)C)c2)c1	-25%	-6%	62%[activator]	u	0.5%	-3%	-7%	-1%	19%	1
CCOC(=O)c1c(N)c(C#N)cn1-c1ccccc1	6%	x	-5%	u	-0.1%	3%[7.66 µM]	5%	-2%	-1%	-5
COCCNc1cc(C)nc2c3c(C)cc(C)nc3nn12	3%	-3%	-2%	-1%	0.1%	14%	u	-1%	-3%	-1
COc1ccc(NC(=O)NCc2ccc(Cl)cc2)cc1	0%	-3%	7%	7%	-0.6%	-13%	-7%	0%	13%	u
CCCCOC(=O)c1ccc(NC(=O)C(=O)NCCN(CC)CC)cc1	0%	-131%	-8%	7%	-0.6%	-21%	-5%	-3%	-1%	3
O=C(CSc1nnc(CNC(=O)c2c(F)cccc2F)o1)NCCc1ccccc1	-15%	6%	9%	-3%	-0.6%	-11%	2%	-1%	21%	1
COC(=O)CNC(=O)c1ccc2c(c1)S(=O)(=O)c1ccccc1C2=O	-9%	-1%	4%	17%	0.0%	-2%	3%	-5%	-15%	-2
Cn1cccc1C(=O)OCC(=O)Nc1ccc2c(c1)OCO2	-3%	0%	1%	u	0.0%	-4%	1%	0%	u	8
CC(C)C[C@@]12C(=O)N(c3cccc(Cl)c3)C(=O)N1[C@H](c1ccc(Cl)cc1)[C@@H]1C(=O)N(C3CCCCC3)C(=O)[C@@H]12	-30%	3%	x	18%	0.1%	24%	4%	-6%	-4%	2
COc1ccccc1NC(=O)Nn1cnnc1	-6%	0%	-1%	10%	-0.6%	-2%	1%	1%	2%	0
COc1ccccc1NC(=O)c1c(C)nc2ccccc2c1C(=O)O	17%	-3%	-7%	15%	0.2%	16%	-5%	-2%	7%	0
Oc1ccc(C2=NN(c3ccccc3)C(c3ccc(F)cc3)C2)cc1 (configuration not stated)	-90%	-3%	-9%	-8%	-0.4%	-56%[inhibitor]	24%	2%	-12%	6
Cc1nn(-c2ccccc2)c(Cl)c1/C=N/Nc1nc2ccccc2[nH]1	2%	0%[46.1 µM]	-2%	u	-0.4%	-23%	0%	-2%	x	1
CCOc1ccc(-c2ccc(SCC(=O)NC3CCCCC3)nn2)cc1	u	1%	-7%	u	-0.7%	-33%[inhibitor]	1%	x	u	4
Cn1ccc(C(=O)NC(=S)N2CCSCC2)n1	3%	4%	-6%	u	0.2%	-4%	4%	-3%	7%	-2
